SRC2 TRFRET art: counter-screen for PPARgamma SRC-2 recruitment agonists: TR-FRET artefact; AID 1049; hits give high values; TR-FRET ratio at 8 µM; 200,000 compounds, 0.4% hits; in the data active means TR-FRET ratio above about 2000; further: inactives centre near 1500
PPARg SRC1 recr: agonists of human PPARgamma SRC-1 coactivator recruitment. P37231. PPARgamma-SRC-1 coactivator recruitment biochemical assay. activation, % at 8 µM. 200,000 compounds, 0.41% hits. AID 631; in the data active means activation above about 19%;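 further: 0% = DMSO and 100% = reference agonist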
G6PDH counter: counter-screen for G6PDH assay hits: L. mesenteroides G6PDH inhibition. Purified L. mesenteroides G6PDH, diaphorase/resazurin coupled fluorescence, 45 min. inhibition, % at 5 µM. 200,000 compounds, 0.12% hits; in the data active means inhibition above about 50%
Diaph act CS: counter-screen for diaphorase-based assays: diaphorase activators and chemical reducers; Diaphorase/resazurin coupled assay, resorufin fluorescence, 16 min; hits give high values; 1 = vehicle wells, 0 = NADH-free wells; AID 1229; 190,000 compounds, 0.005% hits; activation factor at 20 µM;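 active means diaphorase activity raised at least twofold by the compound at 20 µM; inactive means activation factor below 2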
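System – purified diaphorase enzyme from Clostridium kluyveri · Input – enzyme 0.07 U/mL final · Also added – final NADH 0.114 mM, resazurin 0.1 mM · Measured by – fluorescence of resorufin, 544 nm excitation, 590 nm emission · Timing – 16 min enzyme reaction, ambient temperature · Measure – resorufin increase flagging diaphorase activators or reducers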
ROMK primary: human ROMK K+ channel modulation, primary screen; 130,000 compounds, 2% hits; AID 1918; B-score at 10 µM; Tet-inducible ROMK, thallium flux fluorescence; actives lie on both sides;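 active means signal ratio slope over the read window, or its plate-corrected B-score, at least 3 SD from the plate mean, either direction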;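 further: B-score of the F/F0 ratio slope over 7 to 12 s after thallium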
PPARg SRC3 recr: PPARgamma-driven SRC-3 recruitment agonism; biochemical PPARgamma/SRC-3 coactivator recruitment assay; activation, % at 8 µM; 200,000 compounds, 0.26% hits; AID 731; in the data active means activation above about 23%;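 further: 0% = DMSO and 100% = reference agonist; some compounds past the cut are filed as inactive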
Diaphorase inh: counter-screen for diaphorase-based assays: diaphorase inhibitors and chemical oxidizers. diaphorase resazurin-to-resorufin fluorescence, NADH, 16 min; bacterial (C. kluyveri) enzyme, not human. inhibition, % at 20 µM. 190,000 compounds, 0.69% hits. AID 1217;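 active means primary screen inhibition at 20 µM above a set limit, cut at about 50% in these data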;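 further: plate controls were DMSO with full reaction for no effect and wells lacking NADH for full effect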
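material = Clostridium kluyveri diaphorase enzyme | amount = 0.14 U/mL diaphorase, enzyme working solution | schedule = incubation 16 min, room temperature | detection = fluorescence of resorufin formed from resazurin, Ex 544/Em 590 nm | benchmarks = positive control minus NADH, DMSO neutral control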
PMI act: activators of human phosphomannose isomerase | P34949 | purified human PMI, coupled resazurin fluorescence, 20 min; hits give high values; 1 = vehicle control, 0 substrate-free wells | activation factor at 20 µM | 190,000 compounds, 0.005% hits;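 active means activation factor of 2 or more at 20 µM, relative to plate controls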
Target sequence (P34949 whole entry, looked up): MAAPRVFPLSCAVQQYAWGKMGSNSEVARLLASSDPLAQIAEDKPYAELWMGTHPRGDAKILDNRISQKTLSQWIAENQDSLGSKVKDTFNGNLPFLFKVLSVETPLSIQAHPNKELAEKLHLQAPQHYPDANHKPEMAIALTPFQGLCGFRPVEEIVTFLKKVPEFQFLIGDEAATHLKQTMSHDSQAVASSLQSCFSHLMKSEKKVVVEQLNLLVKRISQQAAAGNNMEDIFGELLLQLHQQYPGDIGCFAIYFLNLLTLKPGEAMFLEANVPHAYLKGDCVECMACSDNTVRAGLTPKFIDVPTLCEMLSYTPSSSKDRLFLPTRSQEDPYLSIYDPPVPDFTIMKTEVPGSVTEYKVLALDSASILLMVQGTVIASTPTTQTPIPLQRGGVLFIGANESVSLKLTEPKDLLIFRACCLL
S1P3 antagonist: antagonists of human S1P3 receptor; inhibition, % at 4.98 µM; Q99500; AID 485; CHO S1P3 NFAT-BLA reporter, FRET fluorescence, antagonist mode; 170,000 compounds, 0.27% hits;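 active means inhibition above the plate cutoff, the mean inhibition of test wells on that plate plus 3 SD, cut at about 28% in these data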;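 further: cells challenged with S1P at its EC80 of 0.8 µM; blue over green emission ratio from cleaved BLA substrate after 4 h stimulation; 0% = S1P-stimulated wells and 100% = unstimulated DMSO-only wells; some compounds past the cut are filed as inactive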
Target sequence (Q99500 whole entry, looked up): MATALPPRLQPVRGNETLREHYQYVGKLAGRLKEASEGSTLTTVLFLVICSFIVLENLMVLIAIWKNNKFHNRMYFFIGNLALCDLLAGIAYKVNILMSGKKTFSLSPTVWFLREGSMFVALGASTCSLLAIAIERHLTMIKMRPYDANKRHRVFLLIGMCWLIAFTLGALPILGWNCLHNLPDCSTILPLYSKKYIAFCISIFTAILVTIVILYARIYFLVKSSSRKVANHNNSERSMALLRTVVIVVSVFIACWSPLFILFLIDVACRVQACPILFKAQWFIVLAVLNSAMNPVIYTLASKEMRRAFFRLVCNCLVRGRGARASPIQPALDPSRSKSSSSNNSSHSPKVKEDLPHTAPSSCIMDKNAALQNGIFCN
PPARg SRC2 recr: agonists of SRC-2 recruitment by human PPARgamma; P37231; PPARgamma LBD-SRC-2 recruitment, biochemical; activation, % at 8 µM; 200,000 compounds, 0.34% hits; in the data active means activation above about 22%;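 further: 0% = vehicle and 100% = reference agonist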
PMI act satM6P: increases human PMI activity with near-saturating mannose 6-phosphate; coupled PMI enzyme assay, resazurin fluorescence, 20 min; hits give high values; 1 = untreated enzyme, 0 = substrate-free blank; activation factor at 20 µM; 190,000 compounds, 0.34% hits;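 active means activation factor of 2 or more at 20 µM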
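Material: human phosphomannose isomerase with PGI, G6PDH, diaphorase coupling enzymes / Reagent: Man-6-P substrate 1.0 mM / Dosing: single compound dose of 20 µM, 1% DMSO final / Incubation: enzyme reaction with compound 20 min at room temperature / Signal: resorufin fluorescence (Ex 544/Em 590 nm) from resazurin via diaphorase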
Numbers without * were called inactive; x = not tested or not shown.

SMILES	SRC2 TRFRET art	PPARg SRC1 recr	G6PDH counter	Diaph act CS	ROMK primary	PPARg SRC3 recr	Diaphorase inh	PMI act	S1P3 antagonist	PPARg SRC2 recr	PMI act satM6P
Cc1cc(C)n(-c2nnc3n2N=C(c2c[nH]c4ccccc24)CS3)n1	1571	6	-7	0.8	0.39	6	20	0.9	25	15	0.9
C=CCn1c(NS(=O)(=O)c2ccccc2)c(S(=O)(=O)c2ccc(C)cc2)c2nc3ccccc3nc21	1450	39*	20	0.8	x	48*	21	0.9	4	24*	0.5
CCSCc1nnc(SCC(=O)Nc2cc(F)ccc2C)n1C	1426	-3	8	0.8	-0.87	1	16	0.9	-5	7	0.9
COCCN1C(=O)/C(=C/c2ccc(N3CCCC3)cc2C)SC1=S	1452	-2	12	0.7	x	-5	30	0.8	-4	-7	0.8
COc1ccc(N2C(=O)C(CC(=O)Nc3ccccc3)N(Cc3ccc(OC)c(OC)c3)C2=O)cc1 (stereo not given)	1454	-5	2	0.9	0.98	0	6	1	-18	3	1.1
Cc1[nH]nc2c1C1(CCN(C(=O)c3ccccc3)CC1)C(C#N)=C(N)O2	1745	6	-11	0.9	x	7	10	0.9	-24	11	1
Cc1ccc(-n2c(C)cc(C(=O)CN3CCOCC3)c2C)cc1C	1550	8	8	0.9	-0.028	-2	12	1	6	6	1
Cc1ccc(C(c2nnnn2C2CCCC2)N2CCc3ccccc32)cc1 (stereo not given)	1663	7	13	0.9	-0.19	0	12	1.1	4	6	1
CCOC(=O)/C(C(N)=NCCCO)=C(/O)c1ccccc1	1579	-2	8	1	x	2	-1	1	x	6	1
COc1ccccc1-n1c(C)cc(/C=C2/C(=N)N3C(=NC2=O)SN=C3S(C)(=O)=O)c1C	1796	5	2	0.8	0.95	-1	19	1.5	6	5	1.1
CCOc1ccc(Cc2nc(C)c(CC(=O)N3CCCCC3)c(=O)[nH]2)cc1	1602	13	1	0.9	-0.0068	1	8	1	-7	1	1
Cc1ccc(C)c(NC(=O)Cc2nc(CCl)cs2)c1	1412	-3	3	0.9	-0.011	-2	14	1.3	-8	3	1.5
CCC1CCCCN1C(=O)COc1c(Br)cc(Br)c2cccnc12 (stereo not given)	1804	-2	7	0.7	-4.1*	-2	26	0.9	-11	3	0.7
CC(C)OCCCn1c(SCC(=O)N2CCc3ccccc32)nc2ccccc2c1=O	1443	-6	-4	0.9	x	-1	7	1	7	-3	1
CN1C(=O)C(O)(C2COC(C)(C)CC2=O)c2ccccc21 (stereo not given)	1667	3	5	0.9	-0.57	-8	6	1.1	-11	-3	1.1
Cc1cccc(OCC(=O)N2CCN(S(C)(=O)=O)CC2)c1	1376	2	-1	0.9	-0.03	2	5	1	7	7	1
CCCCn1c(SCC(=O)Nc2ccc3c(c2)OCO3)nc2c1c(=O)n(C)c(=O)n2C	1585	1	5	0.9	-0.1	11	6	1	-13	1	1
Cc1ccc(S(=O)(=O)NNc2nnc(C)c(=O)[nH]2)cc1	1808	2	0	0.9	0.14	0	6	1.6	-5	8	1.1
CCCCNC(=O)C1CC(=O)N(CCc2ccccc2)C1 (stereo not given)	1619	8	3	1	-0.097	2	4	1.1	-11	-5	1.1
CC(=O)c1sc(NC(=O)CN2C(=O)CCC2=O)nc1C	1439	2	x	x	x	10	x	x	19	6	x
CCCS(=O)(=O)NCCc1cc2ccc(OC)cc2[nH]c1=O	1490	4	-6	0.9	x	2	10	0.9	-4	-7	1
Cn1c(SCC(=O)N2CCN(c3ccccc3)CC2)nnc1-c1ccccc1	1435	5	2	1.1	x	-8	-6	1	x	-5	1
CS(=O)(=O)N(CC(=O)N1CCN(c2ccc(F)cc2)CC1)c1ccc(F)c(Cl)c1	1576	-1	-2	0.9	-0.056	-1	15	0.9	x	13	1
CC(NC(=O)Nc1ccc(Cl)cc1)C1CCCO1 (stereo not given)	1508	3	5	0.8	-1.3	-3	18	0.9	-17	6	1
O=C(Nc1ccccc1)Nc1c(F)cccc1F	1462	-8	6	1	-0.19	1	4	1	-20	5	0.9
COc1cccc(/C=N/NC(=O)c2ccc(CN3c4cccc5cccc(c45)S3(=O)=O)cc2)c1	1574	2	4	0.9	-0.46	-2	8	1	-4	3	1
Nc1nnc(SCC(=O)NN2C(=O)NC3(CCCCC3)C2=O)s1	1445	2	8	0.9	0.37	4	10	1.1	2	-2	1.1
FC(F)(F)c1cccc(-c2nn[nH]n2)c1	1506	-8	3	1	-0.1	-1	4	1.1	-10	3	1.1
Cc1nnc(SCC(=O)N2CCN(S(=O)(=O)c3ccccc3)CC2)n1Cc1ccccc1	1702	2	-1	0.9	-0.094	9	6	1.1	-7	1	0.4
O=C(C(c1ccccc1)c1ccccc1)N1CCN(Cc2ccncc2)CC1	1427	-1	9	0.8	-0.26	2	24	1	11	-5	1

Single records (already shown).
Cc1[nH]nc2c1C1(CCN(C(=O)c3ccccc3)CC1)C(C#N)=C(N)O2 in the list: SRC2 TRFRET art = 1745; PPARg SRC1 recr = 6; G6PDH counter = -11; Diaph act CS = 0.9; ROMK primary = x; PPARg SRC3 recr = 7; Diaphorase inh = 10; PMI act = 0.9; S1P3 antagonist = -24; PPARg SRC2 recr = 11; PMI act satM6P = 1
Cc1cccc(OCC(=O)N2CCN(S(C)(=O)=O)CC2)c1 in the list: SRC2 TRFRET art = 1376; PPARg SRC1 recr = 2; G6PDH counter = -1; Diaph act CS = 0.9; ROMK primary = -0.03; PPARg SRC3 recr = 2; Diaphorase inh = 5; PMI act = 1; S1P3 antagonist = 7; PPARg SRC2 recr = 7; PMI act satM6P = 1

Two successive compounds from above, quoted:
SMILES	SRC2 TRFRET art	PPARg SRC1 recr	G6PDH counter	Diaph act CS	ROMK primary	PPARg SRC3 recr	Diaphorase inh	PMI act	S1P3 antagonist	PPARg SRC2 recr	PMI act satM6P
Cc1nnc(SCC(=O)N2CCN(S(=O)(=O)c3ccccc3)CC2)n1Cc1ccccc1	1702	2	-1	0.9	-0.094	9	6	1.1	-7	1	0.4
O=C(C(c1ccccc1)c1ccccc1)N1CCN(Cc2ccncc2)CC1	1427	-1	9	0.8	-0.26	2	24	1	11	-5	1

Arranged by heavy-atom count (smallest number first): some entries from above.
SMILES	SRC2 TRFRET art	PPARg SRC1 recr	G6PDH counter	Diaph act CS	ROMK primary	PPARg SRC3 recr	Diaphorase inh	PMI act	S1P3 antagonist	PPARg SRC2 recr	PMI act satM6P
O=C(Nc1ccccc1)Nc1c(F)cccc1F	1462	-8	6	1	-0.19	1	4	1	-20	5	0.9
CC(=O)c1sc(NC(=O)CN2C(=O)CCC2=O)nc1C	1439	2	x	x	x	10	x	x	19	6	x
Cn1c(SCC(=O)N2CCN(c3ccccc3)CC2)nnc1-c1ccccc1	1435	5	2	1.1	x	-8	-6	1	x	-5	1

(more compounds)
SMILES	SRC2 TRFRET art	PPARg SRC1 recr	G6PDH counter	Diaph act CS	ROMK primary	PPARg SRC3 recr	Diaphorase inh	PMI act	S1P3 antagonist	PPARg SRC2 recr	PMI act satM6P
Cc1ccccc1C(=O)Nc1ccc2c(C#N)c3nc4ccccc4nc3n2c1	1816	8	33	0.3	x	5	72*	1.1	0	7	0.9
CNc1ccc(C(=O)c2ccccc2C(=O)O)cc1[N+](=O)[O-]	1527	-4	11	0.9	-0.12	-4	8	1.1	-9	-13	1
CCCCOC(=O)CSC1=C(C#N)C(c2ccccc2OC)C(C#N)C(=O)N1 (stereo not given)	1715	14	2	0.9	0.022	24	15	1.2	x	16	1.2
O=C(Nc1cnn(C23CC4CC(CC(C4)C2)C3)c1)c1cnn2c(C(F)(F)F)cc(-c3ccco3)nc12	1591	0	9	0.9	x	8	10	1	-40	-6	1
CCN(CC)S(=O)(=O)c1ccc(C(=O)OCCN2C(=O)c3cccc4c(N5CCOCC5)ccc(c34)C2=O)cc1	1586	2	-20	0.8	x	4	23	0.8	7	10	0.9
COc1ccc(NC(=O)C23CCC(C)(C(=O)O2)C3(C)C)cc1 (stereo not given)	1632	-2	6	0.9	-0.022	2	6	0.9	-8	5	1
CCN(CC)CCSc1nc(O)c(C(C)C)c(=O)[nH]1	1494	4	3	1	-0.045	9	2	1	x	6	1
O=C(Cn1cc2c(n1)CCCCC2)NCCCN1CCOCC1	1701	8	-7	0.9	x	0	7	0.9	-6	1	0.9
COC(=O)c1ccc(COC(=O)c2nn(C)c(=O)c3ccccc23)cc1	1625	-5	-12	0.9	-0.064	9	10	0.9	-2	6	0.9
Cc1oc2cc(OCC(=O)O)ccc2c(=O)c1Oc1ccccc1	1429	-6	7	1	0.0065	-3	-2	1.1	x	7	1
Cc1cc2c(=O)n(NC(N)=O)c(C)nc2s1	1694	8	5	0.9	x	9	12	1	-21	11	0.8
O=C(Nc1cc(C(F)(F)F)ccc1Cl)c1ccncc1	1609	5	10	1.2	-0.38	-2	-18	1.4	-5	7	1.2
CCN(CC)c1ccc(/C=N/NC(=O)OC)c(O)c1	1746	7	12	0.8	-0.0093	6	23	0.8	x	10	0.7
C/C(=N\NC(=S)NCc1ccccc1)c1ccc(C(C)(C)C)cc1	1502	-7	8	0.8	-0.036	-1	20	0.8	-6	-9	1
COc1ccc(NC(=O)Nc2ccc3c(c2)N(C)C(=O)CS3)cc1Cl	1500	10	0	0.8	x	-1	21	1	x	-5	1
Cc1ccnc(NC2c3ccccc3C(=O)N2Cc2ccccc2Cl)c1 (stereo not given)	1406	0	-17	0.7	x	2	26	0.8	-18	1	0.8
O=C(CCCn1c(SCc2cc(=O)n3ccccc3n2)nc2ccccc2c1=O)NCC1CCCO1 (stereo not given)	1635	0	-2	1	-0.96	9	5	1.1	0	-7	1.1
COc1ccc(C(=O)C2CCCN(C3Cc4ccccc4C3)C2)c(OC)c1 (stereo not given)	1672	3	7	x	x	-5	x	x	0	-8	x
CN(C)CCCNc1ccc(S(N)(=O)=O)cc1[N+](=O)[O-]	1445	0	3	0.9	0.002	4	6	1	-2	-3	1
CCOC(=O)C1CCN(C(=O)c2ccc(OCC)c(OCC)c2)CC1	1570	11	6	1.1	0.45	18	-9	1.1	-21	5	1.1
O=C(c1ccco1)N1CCN(C(=O)c2snc3ccc(Cl)cc23)CC1	1627	-2	17	0.8	x	-1	18	0.9	2	-3	1
CCC(C)NCCCOc1cc(Cl)ccc1Cl (stereo not given)	1611	2	3	0.9	-0.4	12	12	0.9	x	7	1
CCN1C(=O)c2ccccc2S(=O)(=O)c2ccc(C(=O)NCc3cccnc3)cc21	1551	8	10	0.9	x	3	10	1	-7	6	1

Screens as filed in PubChem BioAssay.
